Screening data from PubChem BioAssay.
PTHR1 agonist – agonists of human PTHR1 parathyroid hormone receptor; HEK293 GP2 PTHR1 cells, GloSensor cAMP luminescence, 1 h; Potency, µM (highest dose often 115 µM), without a hit: at the top dose activation, most hits filed as activators; 410,000 compounds, 0.075% hits; AID 743266; also: potency is read from the fitted curve at half-maximal effect; nearly all actives have a fitted effect of over 55% in size; some results filed as inactive show a strong effect at the top dose; inactives centre near -15; many of its hits are not listed in these tables
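HEK-293-derived GP2 cells expressing PTHR1 and a GloSensor cAMP reporter, 3,000/well, plated overnight, given luciferin plus IBMX (each 0.5 mM as added) for 1 h at 37 °C, then compound for 1 h at 37 °C. Luminescence was read after 15 min at room temperature.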
GLP1R cytotox – cytotoxicity in counter-screen for GLP-1R inverse agonists; 410,000 compounds, 0.13% hits; HEK293 cAMP-luciferase reporter cells, luminescence, 24 h; AID 624418; Potency, µM (series often up to 38.3 µM), for inactives: top-dose activity change, negative = inhibition, actives largely listed as inhibitors;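 also: loss of luciferase light is scored as toxicity; potency is read from the fitted curve at half-maximal effect; % is scaled to controls: 0 for no effect and ±100 for the full control effect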
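Quantitative HTS format, 1536 wells, 200 cells/uL seeded. Compounds: 23 nL, 24 h, 37 °C. Detection: luciferase reagent, luminescence at 12 min RT; decreased signal taken as cytotoxic.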
PLK1 PBD block – inhibitors of human PLK1 polo-box domain binding. P53350. Plk1 PBD binding of FITC phosphopeptide, fluorescence polarization. Potency, µM, without a hit: max response, negative = inhibition, hits mostly inhibitors. 360,000 compounds, 2.8% hits. AID 720504; also: potency is read from the fitted curve at half-maximal effect; series mostly up to about 57 µM; % is scaled to controls: 0 for no effect and ±100 for the full control effect; nearly all actives have a fitted effect of over 65% in size
Target sequence (P53350 whole entry, looked up, the tested form may be a part): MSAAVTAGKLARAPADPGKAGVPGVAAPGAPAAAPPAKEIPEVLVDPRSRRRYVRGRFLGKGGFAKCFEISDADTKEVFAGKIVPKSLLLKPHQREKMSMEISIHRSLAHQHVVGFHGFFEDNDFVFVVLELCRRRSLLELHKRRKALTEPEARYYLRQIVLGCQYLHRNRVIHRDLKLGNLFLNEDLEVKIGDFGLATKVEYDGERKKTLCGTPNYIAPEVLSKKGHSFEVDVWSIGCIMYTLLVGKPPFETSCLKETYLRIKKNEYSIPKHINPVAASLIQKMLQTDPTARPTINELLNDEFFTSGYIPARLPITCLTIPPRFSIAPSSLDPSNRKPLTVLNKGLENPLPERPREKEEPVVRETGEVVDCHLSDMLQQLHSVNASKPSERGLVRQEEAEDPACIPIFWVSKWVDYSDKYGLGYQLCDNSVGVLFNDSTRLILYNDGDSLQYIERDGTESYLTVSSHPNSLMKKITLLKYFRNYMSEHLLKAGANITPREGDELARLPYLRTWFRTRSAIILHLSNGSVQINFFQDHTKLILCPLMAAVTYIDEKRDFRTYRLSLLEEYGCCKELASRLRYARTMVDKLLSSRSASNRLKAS
IL-2 act – IL-2 activation. IL-2 activation reporter assay, cell-based qHTS; stimulated with anti-CD3/CD4/CD28 beads; in transgenic mouse T cells. activation, % (series mostly up to about 46 µM). 360,000 compounds, 0.065% hits; in the data active = activation above about 50%; inconclusive = mostly about 30% to 49%; also: 0% is about no effect
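EGFP and DsRed fluorescence is measured by plate cytometry in unstimulated transgenic mouse T cells exposed to compound for 60 minutes, then stimulated 18 hours at 37 degrees C with anti-CD3/anti-CD4 beads plus anti-CD28.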
PI5P4K alpha inh – PI5P4K alpha (human) kinase inhibition. P48426. PI5P4Kalpha enzyme, ADP-Glo luminescence, 60 min; stronger effect = lower value. max response, %. 330,000 compounds, 1.2% hits. AID 652105; active = max response of -50% or lower; inconclusive = between -30% and -50%; inactive = -30% or higher; also: value at the top dose of about 77 µM; % is scaled to controls: 0 for no effect and ±100 for the full control effect
Target sequence (P48426 whole entry, looked up): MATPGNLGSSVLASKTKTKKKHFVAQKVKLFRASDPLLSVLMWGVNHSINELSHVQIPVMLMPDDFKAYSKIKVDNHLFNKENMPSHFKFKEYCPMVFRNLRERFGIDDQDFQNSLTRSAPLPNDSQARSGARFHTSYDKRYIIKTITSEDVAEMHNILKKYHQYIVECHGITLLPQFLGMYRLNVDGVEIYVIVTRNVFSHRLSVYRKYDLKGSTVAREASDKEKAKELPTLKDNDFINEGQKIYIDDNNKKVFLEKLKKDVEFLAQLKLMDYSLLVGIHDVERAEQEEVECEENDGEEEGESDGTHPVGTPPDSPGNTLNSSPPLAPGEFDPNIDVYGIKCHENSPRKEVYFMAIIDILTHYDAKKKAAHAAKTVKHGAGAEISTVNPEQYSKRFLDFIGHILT
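Enzyme plus substrate dispensed, test compounds pinned in, then ATP (5 microM final) added. After 60 min at RT, ADP-Glo reagent 1 for 45 min and reagent 2 for 30 min preceded luminescence imaging.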
EPAC1 antagonist – EPAC1 (human) antagonism | O95398 | EPAC1 GEF assay, Rap1b-BODIPY-GDP exchange fluorescence | Potency, µM (series often up to 115 µM), without a hit: at the highest dose activity change, negative = inhibition, actives largely listed as inhibitors | 360,000 compounds, 0.14% hits | AID 720709;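 also: potency is read from the fitted curve at half-maximal effect; plate controls were vehicle for no effect and positive control for full effect; nearly all actives have a fitted effect of over 50% in size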
GLP1R inv ag – inverse agonists of human GLP-1 receptor | AID 624417 | P43220 | Potency, µM (titrated, usually from 38.3 µM), for inactives: at the highest dose activity change, negative = inhibition, usual class: inhibitors | HEK293 GLP-1R CRE-luciferase, luminescence, 24 h; GLP-1R form is constitutively active | 410,000 compounds, 1.6% hits; also: potency is read from the fitted curve at half-maximal effect; % is scaled to controls: 0 for no effect and ±100 for the full control effect; nearly all actives have a fitted effect of over 55% in size
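Seeding at 200 cells/uL, 12 h culture, 24 hr compound treatment, then luciferase reagent and a luminescence read; cells are HEK293 stably expressing a constitutively active GLP-1R plus cAMP-responsive luciferase.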
GLP-1R agonist – agonists of human GLP-1 receptor; HEK293 GLP-1R CRE-luciferase, luminescence, 4-6 h; cells express a hypersensitive GLP-1R form; Potency, µM (series often up to 45.6 µM), without a hit: top-dose activation, hits mostly activators; 380,000 compounds, 0.007% hits; AID 624172; also: potency is read from the fitted curve at half-maximal effect; % of control where 0% means no effect
EPAC1 agonist – agonists of human EPAC1; AID 720707; 360,000 compounds, 0.073% hits; EPAC1 agonist qHTS, biochemical assay; response scale: 100% = response to 6.5 mM cAMP; Potency, µM (highest dose often 154 µM), without a hit: at the top dose activation, actives largely listed as activators; O95398; also: potency is read from the fitted curve at half-maximal effect; nearly all actives have a fitted effect of over 60% in size
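Read-out is the fluorescence drop as BODIPY-GDP leaves Rap1B (480 nm excitation, 540 nm emission), recorded every 5 minutes over 30 minutes. Reactions held 100 nM EPAC1, 250 nM Rap1B–BODIPY-GDP and 50 uM GDP, with 6.5 mM cAMP setting full activation.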
* = called active by the depositor; i = inactive; ? = inconclusive; · = not tested or not shown; & = joins results of further samples; [ ] = remark or other dose. Unless noted, calls follow the shape of the dose curve; as a rule, active = well fitted curve in the direction sought with a large enough effect; inconclusive = small, poorly fitted or top-dose-only effect, or another doubt; inactive = no such curve, though single readings can be large; an effect the other way counts as inactive or inconclusive. This is a subset (hit frequency here may not be typical).

SMILES	PTHR1 agonist	GLP1R cytotox	PLK1 PBD block	IL-2 act	PI5P4K alpha inh	EPAC1 antagonist	GLP1R inv ag	GLP-1R agonist	EPAC1 agonist
COc1cccc2c(=O)n(CC(=O)Nc3ccccc3F)ccc12	i	-7%	1%	3.2	5	17%	54%[activator]	-3%	-9%
Cc1cccn2c(=O)c3cc(C(=O)NC4CCCCC4C)n(C)c3nc12 (configuration not stated)	i	52%[activator]	-5%	-2.5	-3	-13%	12%	2%	-11%
COc1ccc(Br)cc1CNc1ccc2[nH]c(=O)[nH]c2c1	-20%	-6%	-5%	-2.9	0	8%	57%[activator]	-11%	-5%
CC(=O)Nc1cccc(-c2csc(Nc3ccc(Cl)cn3)n2)c1	-30%	?	-2%	-1.1	4	?	?	12%	9%
CC1Sc2ccc(S(=O)(=O)CCC(=O)NCc3cccs3)cc2NC1=O (configuration not stated)	i	-20%	-15%	-1.6	7	12%	-24%	3%	15%
COC(=O)c1ccc(N2CN=C(c3ccc(C)cc3)NC2=S)cc1	i	-17%	1%	0.4	6	-2%	?	14%	2%
CCOC(=O)C1CCN(C(=O)c2oc3ccc(S(=O)(=O)N4CCCCCC4)cc3c2C)CC1	-36%[inhibitor]	-17%	-5%	-0.5	0	-9%	?	0%	14%
CN(C)CCP(=O)(c1ccccc1)c1ccccc1	i	6%	-3%	-1.8	-1	0%	9%	1%	-3%
O=C(NCc1ccccn1)c1ccc(OC2CCN(Cc3ccc(Cl)s3)CC2)cc1	i	-17%	-7%	-2.3	3	-8%	?	3%	-3%
Cn1cc(S(=O)(=O)Nc2ccc(F)c(Cl)c2)c(=O)n(C)c1=O	-8%	2%	-8%	-2.4	-1	-1%	11%	5%	2%
CC(C)c1ccc(C(=O)Nc2ccc(S(=O)(=O)NC3=NCCCCC3)cc2)cc1	i	-24%	-14%	-3.2	0	-17%	?	12%	7%
O=C(COC(=O)c1ccc([N+](=O)[O-])o1)NC1CCCc2ccccc21 (configuration not stated)	i	-4%	?	-3.5	3	-24%	18%	-10%	1%
COc1cc(NC(=O)c2n[nH]c(=O)c3ccccc23)cc(OC)c1	-23%	4%	-18%	0.2	3	1%	13%	4%	4%
COc1ccc(-c2nc(C)c(CCNC(=O)c3cccs3)s2)cc1OC	i	-9%	·	·	·	·	54%[activator]	?	·
CCOC(=O)c1cnc2c([N+](=O)[O-])cnn2c1C	-19%	-13%	-3%	-1.6	-2	10%	12%	-4%	-15%
COC(=O)C(C)N1CCC(=O)c2ccccc2S1(=O)=O (configuration not stated)	-23%	1%	4%	0.3	-1	0%	8%	-3%	13%
CCOc1ccc(NS(=O)(=O)c2ccc3[nH]cc(C(=O)NCCOC)c(=O)c3c2)cc1	-2%	-6%&-15%	-5%	0.7	-5	-18%	12%&24%	-4%	-3%
CCCCN(C)C(=O)c1sc(=O)n(Cc2ccc(Cl)c(Cl)c2)c1C	-51%[inhibitor]	3%	1%	-0.2	10	-21%	?	-5%	-9%
CCOC(=O)c1c(NC(=O)c2cccc(N3C(=O)CCC3=O)c2)sc(C)c1C	-14%[57.5 µM]	6%	-4%	-1.4	·	4%	1%	-5%	7%
COc1ccc(NC(=O)CN(C)C(=O)c2ccc(N3CCCC3)c([N+](=O)[O-])c2)cc1	-6%	-15%	-3%	0.8	-7	-13%	-23%	17%	1%
CC1CN(CCOc2ccccc2-c2ccccc2)CC(C)O1 (configuration not stated)	-3%	3%	-3%	0.3	-6	?	?	-1%	-3%
CCOC(=O)C1CCN(CC(O)COCc2ccc(Cl)cc2)CC1 (configuration not stated)	i	5%	-5%	-0.2	0	-5%	-12%	-3%	2%
Cc1nn(Cc2ccccc2Cl)c(Cl)c1/C=C/C(=O)OCC(=O)NC(N)=O	i	3%	-5%	0.5	-2	0%	-1%	-4%	18%
Cc1ccc(S(=O)(=O)N2[C@@H](c3ccc(Br)cc3)C(C(=O)O)=CC[C@H]2c2ccc(Cl)cc2)cc1	-33%[inhibitor]	-20%	27µM*	-0.5	-6	?	11µM*	-11%	-12%
Cc1ccc(-c2nnc(CCC(=O)NCc3csc(C)n3)o2)s1	-7%	-5%	-5%	-3.0	2	-3%	-7%	7%	14%
The results go on.
SMILES	PTHR1 agonist	GLP1R cytotox	PLK1 PBD block	IL-2 act	PI5P4K alpha inh	EPAC1 antagonist	GLP1R inv ag	GLP-1R agonist	EPAC1 agonist
COc1cccc(CN2CCNC(=O)C2CC(=O)N(C)Cc2cnccn2)c1OC (configuration not stated)	i	1%	?	-2.3	1	-18%	-3%	-1%	-12%
N#Cc1cnc(N)c(Br)c1	-22%	2%	5%	-2.3	-13	4%	6%	0%	-4%
C[C@H](CO)N1C[C@H](C)[C@@H](CN(C)S(=O)(=O)c2cccc(C#N)c2)OCc2cnnn2CCCC1=O	-15%	1%	-6%	1.2	-2	-2%	7%	16%	4%
O=[N+]([O-])c1ccc(O)c(CSc2nnnn2-c2ccccc2)c1	-35%[inhibitor]	-5%	-15%	0.1	0	2%	10%	3%	11%
CCCCCC(=O)Nc1cccc(-c2nc3ncccc3o2)c1	i	6%	-4%	-0.2	·	-7%	-5%	2%	-1%
CCC(=O)N1CCCc2cc(S(=O)(=O)N3CCC(N4CCCCC4)CC3)ccc21	i	9%	-3%	-1.5	1	2%	-1%	10%	-1%
N#CCCN(Cc1cccnc1)C(=S)NC1CC2C=CC1C2 (configuration not stated)	i	-3%	-7%	-0.8	1	2%	1%	7%	1%
CCOc1nc(C)ccc1-c1noc(-c2ccncc2)n1	2%	27%	-6%	-1.8	-1	4%	87%[activator]	11%	1%
CCN1C(=O)c2ccccc2S(=O)(=O)c2ccc(C(=O)NCc3ccccc3Cl)cc21	-20%	4%	·	·	·	·	?	-2%	·
CC1CCCCC1NC(=O)c1ccc(S(=O)(=O)NCC2CCCO2)cc1 (configuration not stated)	-7%	0%	1%	1.1	4	-11%	18%	0%	1%
CCCCN1CCC(COC(=O)c2cc(Cl)c(N)c3c2OCCO3)CC1	i	-12%	3%	1.1	11	-10%	-13%	-6%	-2%
Cc1ccc(OCC(=O)O/N=C(\N)Cc2ccc(Cl)cc2)cc1	i	5%	2.7µM*	-0.5	?	-1%	-27%	-6%	8%
Cc1ccc(S(=O)(=O)Nc2ccc3c(c2)CCC3)cc1C	-16%	-3%	-2%	2.5	7	-8%	?	-4%	2%
CCOC(=O)C(NC(=O)c1ccccc1)(Nc1nnc(C)s1)C(F)(F)F (configuration not stated)	-59%[inhibitor]	21%	-23%	2.7	0	?	4%	9%	3%
CNc1csc(C)c(C)c1=O	i	1%	-8%	-2.5	·	6%	5%	-2%	0%
COC(=O)c1cc(C#N)c(NCc2ccccc2)nc1C	?	20%	3.4µM*	0.5	?	4%	10%	4%	-16%
COc1ccccc1CN1CC(C(=O)N2CCCCO2)CCC1=O (configuration not stated)	-28%	5%	1%	-4.8	-6	-13%	1%	3%	-12%
COCCN1C(=O)N(c2ccccc2)C(=O)C1CC(=O)Nc1cc(OC)cc(OC)c1 (configuration not stated)	-20%	-15%	5%	-0.1	0	1%	8%	0%	8%
CC1CCC(C(C)C)C(OCC(O)CNC(C)(C)C)C1 (configuration not stated)	i	-15%	2%	-3.0	-1	-10%	11µM*	12%	4%
CC(c1ccccc1)C1CC(=O)N(c2ccc([N+](=O)[O-])cc2)C1=O (configuration not stated)	0%	-22%	0%	0.9	-9	-15%	9%	3%	-12%
CN1CCN(c2ccc(NC(=O)c3ccc(C#N)cc3F)cc2Cl)CC1	i	-17%	-7%	-2.5	-6	-18%	?	0%	8%
CN(Cc1cccs1)S(=O)(=O)c1cccs1	-21%[57.5 µM]	5%	-6%	-1.2	·	10%	12%	0%	-1%
CCOC(=O)c1[nH]c2ccccc2c1NC(=O)c1cc(OC)cc(OC)c1	-23%	1%	·	·	·	·	-13%	2%	·
CCNC(=S)N1CCN(CCN=CC2=C(O)CC(c3cccs3)CC2=O)CC1 (configuration not stated)	i	-18%	-15%	-2.7	·	0%	0%	-5%	5%
CCN(C(=O)c1cc2c(=O)oc3ccccc3c2s1)c1ccc(C)c(C)c1	-7%	2%	·	·	·	·	-1%	0%	·
(further entries)
SMILES	PTHR1 agonist	GLP1R cytotox	PLK1 PBD block	IL-2 act	PI5P4K alpha inh	EPAC1 antagonist	GLP1R inv ag	GLP-1R agonist	EPAC1 agonist
COc1ccccc1C(=O)CSc1cccc[n+]1[O-]	i	0%[0.307 µM]	-7%	-0.1	2	-2%	2%[0.307 µM]	-9%	-4%
O=C(CCC1COc2ccccc2O1)NCc1ccccc1 (configuration not stated)	i	0%	-1%	-2.4	·	-1%	13%	0%	5%
O=C1CCCN1c1ccc(S(=O)(=O)Oc2cccc(Cl)c2)cc1[N+](=O)[O-]	-19%[57.5 µM]	-10%	2%	-0.7	-2	-9%	?	0%	9%
CCCn1c(C(C)NC(=O)c2ccccc2)n[nH]c1=S (configuration not stated)	i	2%	-5%	2.4	-1	-2%	8%	0%	6%
CCOc1ccc(N2CC(C(=O)N/N=C/c3sccc3C)CC2=O)cc1 (configuration not stated)	i	-27%	-2%	0.9	6	5%	-11%	14%	18%
Cc1cc(N2CCCC2)nc2ccc(NC(=S)NCCCOC(C)C)cc12	i	-15%	-25%	-1.0	1	0%	?	3%	7%
CC(C)(C)c1cc(NC(=O)c2cccnc2)no1	i	4%	-8%	0.3	·	-6%	-2%	0%	3%
CC(C)(C)NC(=O)Nc1ccc(Cn2cc(C(F)(F)F)ccc2=O)cc1	i	0%	24µM*	0.7	-55*	-19%	4%	-4%	-7%

Quoted from above, two compounds:
SMILES	PTHR1 agonist	GLP1R cytotox	PLK1 PBD block	IL-2 act	PI5P4K alpha inh	EPAC1 antagonist	GLP1R inv ag	GLP-1R agonist	EPAC1 agonist
CC(C)(C)c1cc(NC(=O)c2cccnc2)no1	i	4%	-8%	0.3	·	-6%	-2%	0%	3%
CC(C)(C)NC(=O)Nc1ccc(Cn2cc(C(F)(F)F)ccc2=O)cc1	i	0%	24µM*	0.7	-55*	-19%	4%	-4%	-7%
